SENP8 block-1: SENP8 protease inhibitors, primary screen, biochemical, luminescence | purified SENP8, Z-RLRGG-aminoluciferin cleavage | inhibition, % at 10 µM | actives 1.2% (n = 330,000) | Sentrin-specific protease 8 (Homo sapiens), Q96LD8 | AID 2540, 2010; in the data active = inhibition above about 50%
SENP6 block: SENP6 protease inhibitors, primary screen, biochemical, luminescence, uHTS | inhibition, % at 10 µM | actives 1.8% (n = 330,000) | Sentrin-specific protease 6 (Homo sapiens), Q9GZR1 | Recombinant SENP6 catalytic domain, aminoluciferin luminescence | AID 2599, 2010;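 active = inhibition above about 50% at the single tested dose, limit read from the data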;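 note: plate controls were DMSO wells with enzyme for no effect and DMSO wells lacking enzyme for full effect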
HKDC1 inhibitor: HKDC1 hexokinase inhibitors, primary screen, biochemical, fluorescence, uHTS. inhibition, % at 20 µM. actives 0.16% (n = 340,000). recombinant HKDC1, G6PDH/diaphorase resazurin coupled fluorescence;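 active = inhibition above about 35% when tested at 20 µM, limit read from the data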;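 note: plate controls were DMSO wells with enzyme for no effect and DMSO wells lacking enzyme for full effect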
Target sequence (Q2TB90 whole entry, looked up): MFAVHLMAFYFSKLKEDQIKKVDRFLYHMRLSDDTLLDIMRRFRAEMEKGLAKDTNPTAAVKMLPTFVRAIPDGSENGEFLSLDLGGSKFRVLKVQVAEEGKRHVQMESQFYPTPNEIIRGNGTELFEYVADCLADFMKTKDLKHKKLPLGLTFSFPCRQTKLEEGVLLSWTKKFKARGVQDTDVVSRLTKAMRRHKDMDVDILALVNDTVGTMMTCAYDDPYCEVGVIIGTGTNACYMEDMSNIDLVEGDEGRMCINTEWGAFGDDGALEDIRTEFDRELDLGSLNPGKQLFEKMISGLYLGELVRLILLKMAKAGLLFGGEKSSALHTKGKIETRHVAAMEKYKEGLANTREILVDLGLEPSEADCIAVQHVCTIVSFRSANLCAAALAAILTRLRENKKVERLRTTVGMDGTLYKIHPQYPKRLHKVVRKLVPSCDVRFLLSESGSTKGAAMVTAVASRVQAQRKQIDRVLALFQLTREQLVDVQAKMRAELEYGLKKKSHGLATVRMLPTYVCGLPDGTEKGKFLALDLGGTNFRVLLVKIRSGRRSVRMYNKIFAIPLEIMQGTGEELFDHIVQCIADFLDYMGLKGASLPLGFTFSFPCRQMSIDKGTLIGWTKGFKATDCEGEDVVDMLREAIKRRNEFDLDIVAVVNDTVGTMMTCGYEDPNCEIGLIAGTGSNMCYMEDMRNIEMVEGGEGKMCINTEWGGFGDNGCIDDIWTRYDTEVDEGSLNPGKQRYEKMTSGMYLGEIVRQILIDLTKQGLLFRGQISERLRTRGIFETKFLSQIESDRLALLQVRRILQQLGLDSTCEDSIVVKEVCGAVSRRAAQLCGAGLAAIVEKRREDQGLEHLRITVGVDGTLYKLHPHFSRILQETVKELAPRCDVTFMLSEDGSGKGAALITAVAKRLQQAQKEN
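Assay system – recombinant HKDC1 (HK5) hexokinase enzyme, produced in-house · Input – HKDC1 at 5 µg/mL · Reagent – glucose plus 1 mM ATP as hexokinase substrates · Timing – 90 min reaction incubation at room temperature, dark · Measured by – G6PDH/diaphorase-coupled fluorescence, 1 mM NADP, 100 µM resazurin, 525/613 nm · Benchmarks – DMSO-enzyme wells negative, buffer-substituted wells positive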
SENP1 FRET inh: human SENP1 catalytic domain inhibitors, primary screen, biochemical, FRET, uHTS | Sentrin-specific protease 1 (Homo sapiens), Q9P0U3 | recombinant SENP1 catalytic domain, CyPet-SUMO1-YPet FRET cleavage | actives 0.21% (n = 360,000) | inhibition, % at 10 µM;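 active = inhibition at least 30% at 10 µM, raw YFP signal under a set limit, fluorescence ratio 0.5 to 1.5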;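 note: 0% = enzyme with DMSO and 100% = no enzyme wells; some results filed as inactive read as strong as hits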
Target sequence (Q9P0U3 419-644 limits assumed): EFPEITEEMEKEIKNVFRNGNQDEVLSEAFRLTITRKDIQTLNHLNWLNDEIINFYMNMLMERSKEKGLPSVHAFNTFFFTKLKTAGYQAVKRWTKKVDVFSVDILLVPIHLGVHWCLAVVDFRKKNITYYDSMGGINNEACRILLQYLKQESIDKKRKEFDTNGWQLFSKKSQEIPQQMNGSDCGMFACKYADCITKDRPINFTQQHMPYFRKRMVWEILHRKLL
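Controls: no-enzyme wells low, DMSO-plus-enzyme wells high control. Test system: human recombinant His6-tagged SENP1 catalytic domain enzyme. Reagent: SFCypet-SUMO1-SFYpet FRET protein substrate, 25 nM final. Doses: one dose per compound, 10 µM, 0.5% DMSO. Detection: FRET, CFP and YFP emission. Timing: 50 min reaction at room temperature.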
Apaf-1 inh: inhibitors of human Apaf-1 apoptosome, primary screen, biochemical, DEVD-Rh110 fluorescence, uHTS; inhibition, % at 20 µM; Apoptotic protease-activating factor 1 (Homo sapiens), O14727; reconstituted apoptosome caspase-3 activity; actives 0.71% (n = 330,000); active = inhibition of at least 40% at 20 µM;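 note: plate controls were DMSO wells for no effect and DEVD-CHO caspase inhibitor wells for full effect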
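Material: reconstituted apoptosome with Apaf-1, cytochrome c, caspase-9, procaspase-3, dATP / Buffer or medium: pH 7.5 Hepes buffer with CHAPS, BSA, DTT / Also added: cytochrome c with DEVD-Rh110 / Schedule: compound with Apaf-1, dATP, procaspase-3 30 min, then 50 min reaction, room temperature / Technique: rhodamine 110 fluorescence at Ex 480/Em 540 nm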
PfGluPho inh: PfG6PD enzyme inhibitors, primary screen, biochemical, fluorescence intensity, uHTS; actives 0.78% (n = 350,000); PfGluPho enzyme, NADPH resazurin-diaphorase fluorescence; glucose-6-phosphate dehydrogenase-6-phosphogluconolactonase (Plasmodium falciparum 3D7); inhibition, % at 20 µM;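 active = inhibition reaching at least a set limit at 20 µM in the primary screen, cut at about 59% in these data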;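 note: 0% = DMSO wells with substrate and 100% = DMSO wells lacking glucose-6-phosphate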
SENP8 block-2: human SENP8 protease inhibitors, primary screen, biochemical, fluorescence, Nedd8 protein substrate, uHTS; inhibition, % at 20 µM; recombinant SENP8; AID 602440, 2012; Sentrin-specific protease 8 (Homo sapiens), Q96LD8; actives 0.64% (n = 360,000); in the data active = inhibition mostly above about 40%, no sharp cut-off; inactive = mostly below about 27%
SENP7 inh: SENP7 protease inhibitors, primary screen, biochemical, luminescence, uHTS; inhibition, % at 5 µM; actives 1.5% (n = 330,000); recombinant SENP7, Z-RLRGG-aminoluciferin luminescence, 40 min; AID 434973, 2010;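 active = inhibition above about 50% at the single test dose, limit read from the data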;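 note: plate controls were DMSO with enzyme for no effect and no enzyme buffer wells for full effect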
* marks the source's active call; other numbers are inactive results; . = no result given. Rows are unselected. About 3.6% of those tested had a hit in this group.

SMILES	SENP8 block-1	SENP6 block	HKDC1 inhibitor	SENP1 FRET inh	Apaf-1 inh	PfGluPho inh	SENP8 block-2	SENP7 inh
CCN(CC)S(=O)(=O)c1ccc2c(c1)N(CC(=O)NCCc1ccc(S(N)(=O)=O)cc1)C(=O)CO2	8	7	-3	1	-9	-8	26	3
Cc1ccnc(NC(=O)CCNS(=O)(=O)c2ccc(C)c(C)c2)c1	12	24	0	-2	-2	1	7	1
C/C(=N/NC(=O)C1COc2ccccc2O1)c1ccc(Br)s1 (stereo not drawn)	1	-7	-3	2	10	-1	15	0
Cc1cc(=O)oc2cc(OCC(=O)OCC(=O)Nc3ccccc3F)ccc12	-2	-29	4	-3	-4	-8	-372	-3
COc1cccc(NC(=O)NC2(C(=O)N3CCN(C)CC3)CCCCC2)c1	8	6	-3	0	1	10	6	4
O=C1CCCC2=C1C(c1ccsc1)CC(=O)N2c1ccccc1 (stereo not drawn)	8	2	-6	2	8	-10	8	-2
Cc1cc(N/N=C/c2cccc(Br)c2)nc2ccccc12	5	42	-3	-1	23	1	-89	32
COc1ccccc1/C=C/CN1CCCCC1	11	7	-2	2	3	3	13	-4
Cc1ccc(-c2nc3ncccc3o2)cc1NC(=O)c1ccc2c(c1)OCO2	.	.	-1	2	.	9	19	.
CC1(C)CC(=O)C(C=Nc2ccncc2)=C(O)C1	-7	7	-5	-36	-16	-8	25	1
CCOc1ccc(NC(=S)Nc2cc(OC)c(Cl)cc2OC)cc1	1	11	11	-1	-5	5	44*	9
Cc1ccc(CN(CC(=O)NC2CCCCC2)C(=O)c2csnn2)cc1	-1	-35	-4	-1	-3	-20	21	-10
Cn1c(SCC(=O)N/N=C/c2ccccn2)nnc1-c1ccccc1	-2	-9	1	-2	-18	-9	-2	-1
COc1cc(N)cc(NC(=O)c2ccncc2)c1	-9	-3	-6	2	0	7	24	0
CC(C)c1ccc(NC2CCCN(C(=O)c3cnsn3)C2)cc1 (stereo not drawn)	-4	-3	8	1	5	20	11	7
N#CC(c1ccc(O)cc1)N1CCCCC1 (stereo not drawn)	1	-5	8	3	7	-23	12	1
CC(C)(C)C1CCC(=NNc2nc3ccccc3[nH]2)CC1 (stereo not drawn)	2	-4	-16	-16	3	12	-252	9
C[C@@]12C(=O)N(c3cccc(Br)c3)C(=O)N1[C@H](c1ccc(Cl)cc1)[C@@H]1C(=O)N(C3CCCCC3)C(=O)[C@@H]12	-5	-11	1	1	16	1	14	4
CN1CCN(C(=O)C23CC4CC(CC(C4)C2)C3)CC1	0	-2	-6	.	6	2	.	-1
O=[N+]([O-])c1ccc(/C=N/NC(=S)Nc2ccccc2F)o1	7	28	-10	-7	-24	3	38	5
O=C(COc1ccc([N+](=O)[O-])cc1)Nc1ccc2c(c1)CCC2	8	-15	1	7	6	4	25	3
CCC(OC(=O)C1=Cc2ccccc2OC1)C(=O)NCc1ccco1 (stereo not drawn)	3	-13	-9	1	-10	-4	-64	-6
Cc1ccnc(NS(=O)(=O)c2ccc(NC(=O)Cc3ccc(Cl)cc3)cc2)n1	0	9	4	1	5	-14	12	-2
CCCN1C2CCCC1CC(NC(=S)Nc1cccc(C)c1C)C2 (stereo not drawn)	-5	0	-5	2	7	-9	19	-3
CCN(CC)S(=O)(=O)c1cccc(C(=O)NC(C(=O)NCCc2ccccn2)C(C)C)c1 (stereo not drawn)	-3	-13	3	2	-5	-6	11	-4

(further entries)
SMILES	SENP8 block-1	SENP6 block	HKDC1 inhibitor	SENP1 FRET inh	Apaf-1 inh	PfGluPho inh	SENP8 block-2	SENP7 inh
CCOC(=O)c1[nH]c(C)c(C(=O)NCC2CCCO2)c1C (stereo not drawn)	-2	-23	-4	3	-1	-6	9	1
C/C(=N/NC(=O)c1nnn(-c2nonc2N)c1-c1ccccc1)c1ccncc1	-11	-8	-3	0	3	-11	17	-2
COC(=O)C(C)Sc1ccc2nnc(CCNS(=O)(=O)c3ccc(C)cc3)n2n1 (stereo not drawn)	-3	-11	-4	1	-8	6	-45	-1
CCN(CC)CCCNS(=O)(=O)c1ccc(OC)cc1	-5	-4	-9	-3	3	-10	9	0
CC(=O)N1Cc2ccccc2C(C)CC12CCCC2 (stereo not drawn)	-2	12	-12	2	-8	3	-1	0
COc1ccc(S(=O)(=O)N(C)CC(=O)O)c2ccccc12	3	-20	-4	0	-6	-7	7	0
COc1ccc(NC(=S)NNC(=O)C2CC2c2ccc(C)cc2)cc1 (stereo not drawn)	-3	5	-4	1	9	-2	5	-1
O=C(NC1CCCC1)C(c1ccncc1)N(C(=O)c1csnn1)C1CCCC1 (stereo not drawn)	-10	-14	-3	-2	11	-15	10	-11
O=C1CCC[C@@H]2C[C@@]3(C[C@@H]4CCN1[C@H]24)Nc1cc(Cl)ccc1NC3=NCc1ccccc1	.	.	5	0	.	0	-9	.
COc1ccccc1N1CCN(C(=O)c2cc(=O)c3ccc(C)cc3o2)CC1	6	7	8	2	8	-12	17	-8
CCN(C(=O)COc1ccc(C)nc1[N+](=O)[O-])C1CCS(=O)(=O)C1 (stereo not drawn)	4	11	-12	2	-11	-1	10	3
O=C1c2ccccc2S(=O)(=O)c2cc(C(=O)N3CCC(N4CCCC4)CC3)ccc21	5	2	-8	3	1	9	31	-5
N#C/C(=C\c1c(N2CCCCC2)nc2ccccn2c1=O)C(=O)NCc1ccco1	2	-4	-3	-16	-4	-15	-9	17
S=C(c1ccc(N2CCOCC2)cc1)N1CCCCC1	-8	-13	-6	-2	8	-2	16	-5
Cc1ccc(C(=O)OCC(=O)N(CC(C)C)c2c(N)n(Cc3ccccc3)c(=O)[nH]c2=O)o1	5	6	-5	-2	-1	8	1	-8
CCn1c(CCc2ccccc2)nnc1SCC(N)=O	13	-12	-2	-1	-7	-63	3	0
CC(NC(C(=O)c1ccccc1)c1ccccc1)c1ccccc1 (stereo not drawn)	.	.	3	4	.	-6	9	.
O=c1oc2ccccc2cc1-c1csc(NN=C2CCCCC2)n1	13	25	-2	-5	-4	-4	-283	5
CCP(=O)(CC)c1cccc(N)c1	3	2	-4	0	-11	-1	19	-1
CC(=C/c1ccccc1)/C=N/NC(=O)c1cc(C)oc1C	73*	90*	-6	3	-4	5	14	73*
COc1ccc2c(c1)c1c(n2C)[C@@H]2CC=C(CO)[C@@H](C1)N2C	-17	-27	-2	4	19	-5	-31	-12
CCOC(=O)c1cc2occc2n1Cc1c(F)cccc1Cl	3	-5	-1	-13	6	12	-44	5
CCOC(=O)Cn1cc(/C=N/NC(=O)c2ccc(C#N)cc2F)c2ccccc21	4	-8	-8	1	-10	6	9	1
Cc1cc(C)c(S(=O)(=O)Nc2ccc(O)c(Sc3ncn[nH]3)c2)cc1C	9	-29	3	-2	-13	32	21	-15
COc1cc(S(=O)(=O)NCc2cccnc2)c(OC)cc1Br	1	2	5	-1	-6	-9	20	2

Continued.
SMILES	SENP8 block-1	SENP6 block	HKDC1 inhibitor	SENP1 FRET inh	Apaf-1 inh	PfGluPho inh	SENP8 block-2	SENP7 inh
CN(C)CCCNCCCNC(=O)/C(=N\O)c1ccccc1	-8	-32	-5	0	4	-2	20	2
CC(NC(=O)C12CC3CC(CC(C3)C1)C2)c1ccc2c(c1)OCCO2 (stereo not drawn)	1	-9	-9	0	2	-2	1	29
CCOc1ccc(N(CC(=O)N/N=C/c2cc([N+](=O)[O-])ccc2Cl)S(C)(=O)=O)cc1	1	-14	9	4	20	87*	21	7
CN(Cc1cccnc1)Cc1cn(C)nc1-c1ccc(Oc2ccccc2)cc1	-1	6	0	-1	5	-2	6	-3
O=[N+]([O-])c1ccc2nc(NS(=O)(=O)c3ccc(Cl)cc3)sc2c1	-10	-9	4	-68	15	-15	-9	10
CN1C(=O)NC(c2ccccc2)C2=C1CN(c1ccc3ccccc3c1)C2=O (stereo not drawn)	0	-15	12	-1	16	1	-303	-3
COc1ccccc1CNC(=O)c1cc(S(=O)(=O)N2CCN(c3ccccc3)CC2)ccc1Cl	.	.	1	-1	.	1	5	.
COc1ccc(/C=N/OCc2ccc(Br)cc2)c(OC)c1	3	1	-1	-2	8	16	15	-12
CCOC(=O)NNC(=O)c1ccc(Cl)cc1	-5	-2	-4	1	-7	-13	22	-6
CCC(/C=N/Nc1ccc(S(=O)(=O)N2CCCC2)cc1[N+](=O)[O-])CC	6	1	-12	5	-10	-10	8	-1
Cc1nnsc1C(=O)N1CCN(c2ccc(F)cc2)CC1	-8	-14	-3	1	-20	5	4	12
COc1ccc(C2=NS(=O)(=O)N(C)C(C(=O)N3CCOCC3)=C2)cc1	0	-8	-4	1	6	6	-233	-4
CCOc1cc(/C=C2\SC(=O)N(CC(=O)Nc3ccccc3F)C2=O)cc([N+](=O)[O-])c1O	12	-11	14	4	17	-9	24	6
COC(=O)c1ccccc1SC1CC(=O)N(c2cccc(C)c2)C1=O (stereo not drawn)	-4	3	-4	2	8	-4	-24	-8
CCn1cc(C(=O)NC2CCC(C)CC2)c(=O)c2cc(S(=O)(=O)N3CCCCC3)ccc21 (stereo not drawn)	-12	-2	.	.	31	.	.	-6
Cn1c(=O)c2[nH]c(NN=Cc3ccc(F)cc3)nc2n(C)c1=O	.	.	-5	0	.	3	-119	.
Cc1ccccc1N/C(=C(/C(Cl)=C(Cl)Cl)[N+](=O)[O-])n1nnc2ccccc21	-2	17	12	-23	-5	12	-29	9
C=C(C)CSc1nc2sc3c(c2c(=O)n1-c1ccccc1)CCN(C)C3	0	1	1	-34	8	15	-260	2
Cc1c(C)n(Cc2ccccc2)c2ncnc(NCCN(C)C)c12	-1	11	-6	1	1	-1	2	3
CCCCCn1c(N2CCN(c3cccc(Cl)c3)CC2)nc2c1c(=O)[nH]c(=O)n2C	2	-27	7	1	23	12	24	-3
Cc1ccccc1CN1C(=O)c2ccccc2S(=O)c2ccc(C(=O)NCCCN3CCOCC3)cc21 (stereo not drawn)	3	17	-7	3	15	-12	0	3
Nc1cccc(-c2csc(-n3ncc(C(=O)O)c3C(F)(F)F)n2)c1	1	3	5	-3	5	-28	-20	3

Five entries already listed, ordered by molecular weight, high to low.
SMILES	SENP8 block-1	SENP6 block	HKDC1 inhibitor	SENP1 FRET inh	Apaf-1 inh	PfGluPho inh	SENP8 block-2	SENP7 inh
Cc1ccccc1CN1C(=O)c2ccccc2S(=O)c2ccc(C(=O)NCCCN3CCOCC3)cc21 (stereo not drawn)	3	17	-7	3	15	-12	0	3
CCC(/C=N/Nc1ccc(S(=O)(=O)N2CCCC2)cc1[N+](=O)[O-])CC	6	1	-12	5	-10	-10	8	-1
COc1ccc(C2=NS(=O)(=O)N(C)C(C(=O)N3CCOCC3)=C2)cc1	0	-8	-4	1	6	6	-233	-4
Cc1nnsc1C(=O)N1CCN(c2ccc(F)cc2)CC1	-8	-14	-3	1	-20	5	4	12
N#CC(c1ccc(O)cc1)N1CCCCC1 (stereo not drawn)	1	-5	8	3	7	-23	12	1

Compound activity as filed in PubChem.
